AID2073: inhibitors of Mint1-CaV2.2 protein interaction, biochemical, HTRF (AID 2073) | 290,000 tested, 0.19% active | one-dose inhibition, % at 20 µM; IC50 in µM for titrated hits | HTRF protein-protein interaction, Mint1-CaV2.2; higher % means a stronger effect; in the data active = inhibition mostly above about 51%, no sharp cut-off; inconclusive = no clear call, values can overlap the other calls; inactive = mostly below about 53%; note: some results filed as inactive read as strong as hits
Rac1 GTP hydrolysis: MgcRacGAP GTPase-activating activity inhibitors, confirmation, biochemical, ADP Hunter fluorescence; MgcRacGAP-stimulated Rac1 GTP hydrolysis, ADP Hunter fluorescence; higher % means a stronger effect; GST-tagged Rac1 F28L mutant substrate; one-dose inhibition, % at 30 µM; IC50 in µM for titrated hits; 340,000 tested, 0.6% active;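 active = first-screen hits whose inhibition reached a set limit at any dose in the follow-up dose series; inconclusive = inhibition above the set first-screen limit but never retested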;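 note: fluorescence reports GDP produced by GAP-driven GTP hydrolysis; strong numbers were not always called active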
K1F lysis inhibition: protection from phage-mediated lysis, alamar blue read-out – E. coli UTI89, K1F phage, bacterial capsule biogenesis inhibitors (AID 488966); E. coli UTI89 K1F phage lysis, alamar blue, 2 h; higher % means a stronger effect; inhibition, % at 100 µM, or IC50 in µM where a hit was titrated; 340,000 tested, 0.02% active;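 active = phage lysis inhibition, versus mean bacterial control, above a set limit; inconclusive = no clear call, values can overlap the other calls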;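 note: capsule biogenesis inhibitors block K1F phage lysis so surviving cells raise fluorescence; higher fluorescence means more inhibition of phage lysis; actives were called in the ten point dose series up to 300 µM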
West Nile virus CPE: inhibition of WNV-induced cytopathic effect – cell-based, CPE readout (AID 1621). West Nile virus-infected cells, CPE inhibition; higher % means a stronger effect. CPE inhibition, % at 10 µM; hits with a dose series show IC50 in µM. 290,000 tested, 0.02% active; in the data active = a potency from the dose series; inconclusive = CPE inhibition mostly from about 3.7% at the one dose, without a potency; inactive = the rest, 99 in 100 with CPE inhibition below about 2.2%; note: strong numbers were not always called active
NTR1 ag: agonists of NTR1, primary screen, imaging, U2OS cells, beta-arrestin-GFP, high content (AID 493036); P30989; NTR1-U2OS beta-arrestin-GFP spot imaging, agonist mode; activation, % at 20 µM; 330,000 tested, 0.17% active;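 active = activation at or above 40% of the spot to cytoplasm intensity ratio, with at least 20 cells analyzed; inconclusive = wells under 20 cells, flagged as cytotoxic or low count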;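 note: 0% = DMSO without peptide and 100% = 100 nM NTR1 peptide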
Target sequence (P30989 whole entry, looked up): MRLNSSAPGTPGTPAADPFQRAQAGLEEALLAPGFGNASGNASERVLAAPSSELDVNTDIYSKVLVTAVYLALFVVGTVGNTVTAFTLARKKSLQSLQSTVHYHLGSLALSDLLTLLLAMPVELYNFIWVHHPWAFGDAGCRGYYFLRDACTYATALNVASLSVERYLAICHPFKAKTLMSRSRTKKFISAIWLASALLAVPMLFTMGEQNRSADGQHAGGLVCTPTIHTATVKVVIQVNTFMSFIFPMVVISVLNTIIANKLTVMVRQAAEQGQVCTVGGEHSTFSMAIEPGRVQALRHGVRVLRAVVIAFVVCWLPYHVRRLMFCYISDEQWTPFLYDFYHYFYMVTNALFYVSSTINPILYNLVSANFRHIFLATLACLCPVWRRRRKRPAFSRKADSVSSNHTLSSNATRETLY
NS5 inhibitors: flavivirus cap methylation enzyme inhibition – biochemical, confirmation dose response, primary screen (AID 588689). 340,000 tested, 0.3% active. Dengue-2 NS5 methyltransferase capping enzyme assay, biochemical; higher % means a stronger effect. inhibition, % at 25 µM; hits with a dose series show IC50 in µM; in the data active = a potency from the dose series; inconclusive = inhibition above about 29% without an active follow-up result
Large T inhibition: TAg ATPase/helicase activity blockers – biochemical (AID 1903); SV40 large T antigen ATPase/helicase inhibition assay; higher % means a stronger effect; one-dose inhibition, % at 20 µM; IC50 in µM for titrated hits; 310,000 tested, 0.39% active; in the data active = a potency from the dose series; inconclusive = inhibition mostly from about 32% at the one dose, without a potency; inactive = the rest, 99 in 100 with inhibition below about 32%; note: strong numbers were not always called active
SIAH1 antagonists: blockers of Siah-1 interaction with plectin peptide – biochemical, fluorescence polarization, rhodamine-plectin, uHTS, primary screen (AID 1817); Siah-1 / rhodamine-plectin peptide fluorescence polarization; higher % means a stronger effect; displacement, % at 20 µM; hits with a dose series show IC50 in µM; 290,000 tested, 0.02% active;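 active = displacement of at least 50% at 20 µM, with a fluorescence ratio check between 0.3 and a set limit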;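 note: plate controls were Siah plus tracer with DMSO for no effect and tracer alone without Siah for full effect; strong numbers were not always called active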
RSV antiviral HEp-2: inhibition of RSV-induced cytopathic effect – HEp-2 cells, primary 10 µM value included (AID 2391). HEp-2 cells, RSV-induced CPE inhibition; higher % means a stronger effect. CPE inhibition, % at 10 µM, or IC50 in µM where a hit was titrated. 310,000 tested, 0.13% active; in the data active = a potency from the dose series; inconclusive = CPE inhibition mostly from about 23% at the one dose, without a potency; inactive = the rest, 99 in 100 with CPE inhibition below about 21%; note: strong numbers were not always called active
NTR1 ag cell count 20 µM: recorded beside NTR1 ag, whose call it bears; cell count; measured here: cell count, cytotoxicity flag
Active calls of the source: *; ? = inconclusive; . = no result given; [ ] = another dose, or the depositor's remark. Rows were taken by chance. About 1.6% of those tested had a hit in this group.

Fields: AID2073	Rac1 GTP hydrolysis	K1F lysis inhibition	West Nile virus CPE	NTR1 ag	NTR1 ag cell count 20 µM	NS5 inhibitors	Large T inhibition	SIAH1 antagonists	RSV antiviral HEp-2
> CN(Cc1ccccc1F)C(=O)COc1ccc(C(=O)c2ccccc2)cc1
→ 7%	8%	0.0%	-0.7%	1.2	49	1%	-1%	-4%	8.9%
> O=C(OCCCOC(=O)c1cc[n+]([O-])cc1)c1cc[n+]([O-])cc1
→ 10%	0%	1.2%	0.1%	0.2	55	-8%	27%	11%	1.3%
> N/C(=N\OC(=O)Cc1ccc(-c2ccccc2)cc1)c1cccc([N+](=O)[O-])c1
→ 1%	4%	0.6%	-1.0%	-1.0	63	-3%	17%	4%	1.8%
> CN(CC(=O)Nc1c(Cl)cccc1Cl)C(=O)c1ccccc1SCC(=O)N1CCCC1
→ 5%	5%	0.0%	0.2%	-0.1	61	-1%	3%	-8%	0.4%
> COc1ccc(NC(=O)Nc2nnc(C(C)(C)C)s2)cc1
→ 1%	7%	-0.6%	-0.3%	-0.1	56	-15%	2%	12%	5.7%
> CCN1CCn2c1nc(N1CCOCC1)nc2=O
→ -5%	-3%	-2.5%	0.3%	0.8	50	8%	6%	-1%	-0.3%
> Cc1cccnc1NC(=O)CCn1c(=O)oc2ccccc21
→ 7%	4%	0.2%[50 µM]	-0.1%	1.3	62	-1%	9%	0%	0.9%
> C[C@H](CO)N1C[C@H](C)[C@@H](CN(C)C(=O)Nc2ccc(C(F)(F)F)cc2)Oc2c(NC(=O)NC3CCCCC3)cccc2C1=O
→ .	2%	0.2%	.	1.5	53	1%	.	.	.
> N#Cc1c(/N=C/c2ccc(-c3ccccc3C(=O)O)o2)sc2c1CCCC2
→ 9%	.	0.3%	0.3%	-1.1	80	9%	13%	1%	2.7%
> COc1cccc(CN(C)C(=O)/C=C/c2ccc(S(=O)(=O)N3CCCCCC3)cc2)c1
→ -1%	6%	0.1%	0.0%	2.9	48	3%	26%	-4%	12%
> Cc1onc(-c2ccccc2Cl)c1C(=O)N1CCc2ccccc2C1
→ -4%	2%	7.5%	-0.9%	0.8	62	-5%	27%	-1%	-0.5%
> Cc1cccc(C)c1NC(=O)COC(=O)c1cc[n+]([O-])cc1
→ .	-5%	0.8%[50 µM]	.	-1.2	66	4%	4%	.	0.1%
> Cc1ccc(C2OC(=O)c3ccccc32)cc1 (stereo not drawn)
→ -1%	7%	2.1%[50 µM]	-0.4%	1.8	57	-5%	9%	-10%	1.9%
> CCCCCCSc1ccc(-c2nc3ccc(C)cn3c2NCc2ccccc2)cc1OC
→ .	1%	1.0%	.	4.2	60	6%	1%	.	-2.6%
> COC(=O)c1cccc(N2C(=O)c3cccnc3C2=O)c1
→ 14%	5%	0.0%	-0.3%	0.6	54	1%	3%	-1%	1.2%
> CN(C)CCCNc1oc(/C=C/c2ccccc2)nc1C#N
→ 45%	9%	-1.4%	0.7%	-0.4	65	8%	10%	-1%	-0.1%
> CC(=O)Nc1ccc(NC(=O)[C@@H](NC(=O)c2ccccc2F)C(C)C)cc1
→ 13%	-11%	-0.2%	-0.3%	-1.2	91	-3%	31%	-1%	0.5%
> CCOC(=O)C1=C(C)NC(=O)NC1c1ccc(-c2ccc(F)cc2)o1 (stereo not drawn)
→ 17%	-7%	-2.2%	-0.9%	-0.5	42	-16%	7%	21%	12%
> O=c1[nH][nH]c(C(F)(F)F)c1C=NCc1ccccc1Cl
→ -3%	0%	-4.5%	0.2%	1.4	57	-6%	5%	1%	-1.5%
> O=C(N/N=C/c1cccc(C(F)(F)F)c1)c1cc2c(s1)-c1ccccc1CC2
→ 9%	8%	0.1%	0.3%	10	52	-3%	2%	-4%	8.0%
> COC(=O)[C@@H](NC(=O)NCc1ccc(F)cc1)C(C)C
→ -4%	6%	2.4%	-0.1%	0.7	53	-8%	17%	2%	0.9%
> Cc1cccc(-c2nc(CS(=O)CC(=O)N3CCN(C)CC3)c(C)o2)c1 (stereo not drawn)
→ -3%	-2%	-3.0%	0.1%	1.9	59	1%	12%	-1%	2.1%
> CCc1cc(=O)oc2c3c(cc(OCC(=O)NCCN4CCOCC4)c12)OC(C)(C)CC3
→ 32%	2%	-6.5%	-0.5%	-2.6	93	-8%	0%	-3%	-1.2%
> CN1CCN(C(c2ccccc2)c2ccc(Cl)cc2)CC1 (stereo not drawn)
→ .	5%	?	.	-0.2	46	32%	10%	.	-1.8%
> CC(C)c1ccc(C(O)P(=O)(OCc2ccccc2)c2ccc(N(C)C)cc2)cc1 (stereo not drawn)
→ 31%	5%	-0.6%	-0.2%	5.9	57	-4%	8%	1%	.
> CCN(CC)S(=O)(=O)c1ccc(=O)[nH]c1
→ 10%	-1%	3.5%	0.2%	2.1	53	-4%	0%	-4%	-0.2%
> CNc1c(NS(=O)(=O)c2ccc(F)cc2)c(=O)oc2ccccc12
→ 7%	1%	1.3%	0.3%	-0.6	56	-6%	24%	2%	1.2%
> C=CC[C@H](CC(=O)N(CCO)Cc1ccccc1)C(=O)NCCOC(=O)[C@@H](CC=C)Cc1ccc(F)cc1
→ .	5%	0.7%	.	-1.0	70	-5%	.	.	.
> C/C(=N\NC(=O)Cc1c(C)[nH][nH]c1=O)c1ccc2ccccc2c1
→ 2%	.	.	0.0%	-1.2	73	.	13%	6%	2.7%
> CCOc1ccc(NC(=O)C2CC(=O)N3CCCN=C3S2)cc1 (stereo not drawn)
→ -8%	8%	1.7%	0.6%	-1.3	53	-3%	5%	0%	2.4%
> CCc1nnc(NC(=O)CSc2nnc(C(C)NC(=O)c3ccccc3F)n2C)s1 (stereo not drawn)
→ -3%	5%	0.1%	0.2%	-1.8	42	-3%	1%	2%	1.5%
> Cc1ccc(C(=O)C(O)C(c2ccc(C)cc2)N2CCCCC2)cc1 (stereo not drawn)
→ 6%	12%	-0.4%	-0.2%	-0.9	89	-10%	7%	1%	-0.6%
> CC1CCN(C(=O)C2CCN(S(=O)(=O)c3cccc4nonc34)CC2)CC1
→ -4%	2%	3.1%	-0.3%	-0.2	44	-4%	-2%	2%	-0.8%
> CCC(=O)Nc1c(OC(=O)CC)ccc2c(C)cc(=O)oc12
→ 6%	3%	1.2%	-0.1%	2.4	55	-8%	5%	0%	1.1%
> COC(=O)c1ccc(C(NC(=O)c2cccnc2)NC(=O)c2cccnc2)cc1
→ 4%	1%	-1.2%	-0.1%	-0.7	15	-2%	14%	-5%	-0.8%
> C/C(=N\N=C(N)N)c1cc(Cl)ccc1Cl
→ -8%	14%	0.3%	-0.9%	-0.6	80	-4%	11%	1%	?
> O=C(Cn1cc(C(=O)c2ccco2)c2ccccc21)NCc1ccco1
→ 6%	8%	0.2%	-0.4%	-2.2	98	-12%	5%	-1%	6.9%
> CCOC(=O)N1CCC(n2c(SCC(=O)N3CCC(C)CC3)nc3ccccc3c2=O)CC1
→ 0%	11%	-0.4%	0.3%	6.3	61	-6%	18%	-1%	12%
> Cn1c(=O)c2c(nc(NCc3ccccc3)n2C)n(C)c1=O
→ -2%	8%	0.1%	0.1%	1.0	86	1%	3%	1%	0.8%
> CN(C)C(=O)COC(=O)[C@H](Cc1ccccc1)NC(=O)c1ccco1
→ -2%	-5%	-1.1%	0.0%	1.8	60	-5%	16%	-3%	-0.5%
> CCc1ccccc1Nc1ccc(C(=O)O)cc1N
→ 8%	7%	-0.2%	0.2%	1.6	62	19%	10%	1%	0.9%
> COCC(C)n1c(C)cc(C(=O)COC(=O)c2cccn2C)c1C (stereo not drawn)
→ .	2%	0.8%[50 µM]	.	-0.1	53	-5%	.	.	.
> O=C(NCC1CCCO1)c1ccc2ccccc2n1 (stereo not drawn)
→ 0%	4%	0.4%	0.6%	-0.7	58	-3%	0%	4%	1.4%
> O=C(CN(Cc1ccco1)C(=O)Cn1nnc(-c2cccs2)n1)NCC1CCCO1 (stereo not drawn)
→ 18%	2%	0.0%	0.1%	5.0	27	-1%	19%	1%	0.2%
> CCOc1ccc(NC(=O)C2CCCN(c3nc(C)cc(C)n3)C2)cc1 (stereo not drawn)
→ 6%	3%	0.4%	-0.1%	-0.7	63	-7%	7%	-3%	1.6%
> COc1ccc(S(=O)(=O)NCc2ccncc2)cc1NC(=O)c1ccc(Cl)cc1
→ .	10%	0.9%[50 µM]	.	1.0	78	-2%	8%	.	1.5%
> O=C(N/N=C/c1ccc(-c2ccc(S(=O)(=O)Nc3ncccn3)cc2)o1)c1cc2ccccc2cc1O
→ 39%	17%	-0.1%	.	-1.3	45	76µM*	53µM*	-6%	3.6%
> CC(C)(C)c1ccc(/C=N/NC(=O)C[n+]2ccccc2)cc1
→ -7%	5%	0.2%	0.2%	-0.9	44	-14%	21%	-1%	1.0%
> CN(C(=O)Nc1ccc(Cl)c(Cl)c1)c1ccccc1C(=O)O
→ 5%	7%	2.9%[50 µM]	-0.5%	0.2	72	2%	15%	-2%	3.0%
> COc1ccc2[nH]c(C(=O)Nc3ncc(C)cc3Br)cc2c1
→ 14%	7%	0.5%	0.1%	-1.1	55	-9%	8%	-2%	1.9%
> CC1(C)CC(=O)C(CC2=C(O)CC(C)(C)CC2=O)C(=O)C1
→ 3%	13%	0.3%	0.5%	0.2	82	-34%	-97%	1%	0.4%
> CC1=NN(c2ccccc2)C(=O)/C1=C/c1cc2cc(C)ccc2nc1N1CCCCC1
→ 16%	.	.	-0.5%	6.3	42	.	-9%	-3%	-1.0%
> COc1ccc(C)cc1S(=O)(=O)N(CC(=O)NCc1ccco1)c1ccc(C)cc1
→ 9%	7%	-0.2%	-1.0%	3.9	53	1%	3%	0%	3.6%
